Screening results deposited in PubChem by Sanford-Burnham Center for Chemical Genomics.
Siah-1 displacement: Siah-1 peptide-binding antagonists, primary screen, biochemical, fluorescence polarization, rhodamine-plectin, uHTS (AID 1817). E3 ubiquitin-protein ligase SIAH1 (Homo sapiens). Siah-1 / rhodamine-plectin peptide fluorescence polarization; higher % means a stronger effect. displacement, % at 20 µM, or IC50 in µM where a hit was titrated. 0.02% of 290,000 active;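 active = displacement of at least 50% at 20 µM, with a fluorescence ratio check between 0.3 and a set limit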;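 note: plate controls were Siah plus tracer with DMSO for no effect and tracer alone without Siah for full effect; strong numbers were not always called active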
HIV fusion peptide: inhibitors of HIV fusion peptide binding, primary screen, biochemical, uHTS, fluorescence dequenching (AID 1986) | cell-free peptide binding, fluorescence dequenching, 30 min; higher % means a stronger effect | inhibition, % at 20 µM; hits with a dose series show IC50 in µM | 0.3% of 290,000 active; in the data active = inhibition mostly above about 52%, no sharp cut-off; inactive = mostly below about 76%; note: some results filed as inactive read as strong as hits
GPR55 activation: GPR55 agonists via beta-arrestin recruitment, primary screen, imaging, U2OS cells, beta-arrestin-GFP redistribution (AID 1961); G-protein coupled receptor 55 (Homo sapiens); U2OS GPR55 beta-arrestin-GFP redistribution imaging; higher % means a stronger effect; activation, % at 10 µM, or EC50 in µM where a hit was titrated; 0.048% of 290,000 active;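 active = activation above 40% with more than 50 cells counted in the well; inconclusive = wells holding fewer than 50 cells, flagged as toxic or sparse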;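 note: U2OS osteosarcoma cells stably expressing GPR55 and beta-arrestin-GFP; plate controls were DMSO negative control for no effect and LPI positive control for full effect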
KOR beta-arrestin-1: KOR antagonists, beta-arrestin recruitment, cell-based, luminescence, uHTS (AID 1778); Kappa-type opioid receptor (Homo sapiens); inhibition, % at 10 µM, or IC50 in µM where a hit was titrated; 0.091% of 290,000 active; KOR beta-arrestin recruitment, luminescence, antagonist mode; higher % means a stronger effect; in the data active = inhibition above about 50%; note: strong numbers were not always called active
KOR beta-arrestin-2: KOR agonists, beta-arrestin recruitment, primary screen, cell-based, luminescence, uHTS (AID 1777); Kappa-type opioid receptor (Homo sapiens); one-dose activation, % at 10 µM; EC50 in µM for titrated hits; KOR beta-arrestin recruitment, luminescence; higher % means a stronger effect; 0.02% of 280,000 active; in the data active = activation above about 50%, passing the limit was not always enough; note: a part of the inactive calls stands beside numbers as strong as those of hits
NOD1 inhibition: NOD1 signaling inhibitors, primary screen, cell-based, luminescence, uHTS (AID 1578); NOD1-driven NF-kB luciferase reporter cells, luminescence; higher % means a stronger effect; one-dose inhibition, % at 4 µM; EC50 in µM for titrated hits; 1% of 290,000 active; in the data active = inhibition mostly above about 36%, no sharp cut-off; inactive = mostly below about 34%;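 note: HEK-293T reporter cells stimulated with the NOD1 agonist gamma-tri-DAP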
GPR55 LPI antagonism: GPR55 antagonists blocking LPI-driven arrestin recruitment, primary screen, imaging, U2OS, beta-arrestin-GFP, LPI agonist (AID 2013); G-protein coupled receptor 55 (Homo sapiens); U2OS GPR55 beta-arrestin-GFP translocation imaging, LPI antagonism; higher % means a stronger effect; inhibition, % at 10 µM; hits with a dose series show IC50 in µM; 0.13% of 290,000 active;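 active = spots per cell inhibited over 60%, with over 100 cells counted and total cytoplasm intensity under 500,000; inconclusive = wells with under 100 cells, flagged as likely toxic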;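 note: U2OS cells stably carrying GPR55 and arrestin-GFP stimulated by 5 µM LPI near EC80; imaged beta-arrestin-GFP aggregate spots per cell after agonist stimulation; plate controls were LPI-stimulated DMSO wells for no effect and DMSO wells without LPI for full effect; some results filed as inactive read as strong as hits; confirmed hits need IC50 under 10 µM and bright autofluorescent wells are also inconclusive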
GPR35 antagonists: GPR35 antagonists blocking zaprinast-driven arrestin recruitment, primary screen, imaging, U2OS, beta-arrestin-GFP, zaprinast agonist (AID 2058); U2OS GPR35 beta-arrestin-GFP translocation imaging, zaprinast antagonism; higher % means a stronger effect; one-dose inhibition, % at 10 µM; IC50 in µM for titrated hits; 0.052% of 290,000 active;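 active = inhibition of at least 50% with at least 30 cells and total cytoplasm GFP at most 10,000,000; inconclusive = under 30 cells or total GFP of 10,000,000 plus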
AID2073: inhibitors of Mint1-CaV2.2 protein interaction, biochemical, HTRF (AID 2073) | Voltage-dependent N-type calcium channel subunit alpha-1B (Homo sapiens) | inhibition, % at 20 µM, or IC50 in µM where a hit was titrated | HTRF protein-protein interaction, Mint1-CaV2.2; higher % means a stronger effect | 0.19% of 290,000 active; in the data active = inhibition mostly above about 51%, no sharp cut-off; inconclusive = no clear call, values can overlap the other calls; inactive = mostly below about 53%; note: some results filed as inactive read as strong as hits
* = called active by the depositor; ? = inconclusive; . = no result given; [ ] = remark or other dose. This is a subset (hit frequency here may not be typical).

[1] O=C(Cc1ccccc1)Nc1cccc(C(=O)O)c1O
[2] Cn1ccs/c1=N\C(=O)Nc1cccc(Cl)c1
[3] Cc1cc(NC(=O)c2cccnc2)ccc1NC(=O)c1ccco1
[4] CC(C)Oc1ccc(C2C(C#N)=C(N)Oc3c2oc(CO)cc3=O)cc1 (configuration not stated)
[5] NC(=O)c1sc2nc(-c3ccco3)ccc2c1N
[6] O=C(Nc1nc2c(s1)CCCC2)c1cc(-c2ccncc2)nc2ccccc12
[7] Cc1[nH]n(C(N)=S)c(=O)c1N=Nc1cc(C(F)(F)F)ccc1Cl
[8] COc1cc(C(=O)OC(C)CN2C(C)CCCC2C)cc(OC)c1OC (configuration not stated)

screen / no.,1,2,3,4,5,6,7,8
Siah-1 displacement,10%,0%,2%,-10%,11%,17%,7%,5%
HIV fusion peptide,1.0%,1.1%,1.4%,3.8%,15%,12%,2.5%,1.2%
GPR55 activation,-0.3%,0.0%,-0.3%,-0.3%,0.0%,0.2%,0.0%,-0.1%
KOR beta-arrestin-1,15%,-17%,-38%,7%,0%,37%,-16%,9%
KOR beta-arrestin-2,-2.8%,2.0%,-0.8%,-0.6%,-2.3%,-6.4%,-3.7%,-1.9%
NOD1 inhibition,-27%,110%*,-65%,-20%,-45%,-4%,0%,-2%
GPR55 LPI antagonism,10%,18%,12%,8%,2%,-5%,2%,11%
GPR35 antagonists,-18%,-3%,-2%,-4%,3%,-13%,8%,9%
AID2073,16%,-4%,-5%,0%,51%,28%,-4%,10%

[9] C=C(C)CN1CCN(S(=O)(=O)c2ccc(C)c(N(C)S(=O)(=O)c3ccc(C)cc3)c2C)CC1
[10] Cc1ccccc1NC(=O)NNC(=O)CCc1ccccc1
[11] O=C(c1cc2ccccc2oc1=O)N(Cc1ccc(F)cc1)C1CCS(=O)(=O)C1 (configuration not stated)
[12] CCC(C)n1cnc2c(=O)oc3ccccc3c21 (configuration not stated)
[13] CCCCC(=O)Nc1ccnc(-c2cccnc2)n1
[14] CCC(NC(=O)NC1CCCCC1)c1ccccc1 (configuration not stated)
[15] C=CCn1c(Sc2nc(C)cs2)nc2c1c(=O)[nH]c(=O)n2C
[16] COc1ccc(C([O-])=Nc2ccc[n+](-c3nc4ccccc4nc3NS(=O)(=O)c3ccccc3)c2)cc1

screen / no.,9,10,11,12,13,14,15,16
Siah-1 displacement,-1%,6%,-5%,2%,0%,0%,0%,16%
HIV fusion peptide,1.1%,2.7%,0.6%,19%,-0.3%,-0.5%,0.6%,-2.7%
GPR55 activation,-0.2%,0.2%,-0.3%,-0.2%,0.0%,-0.1%,0.5%,-0.1%
KOR beta-arrestin-1,15%,-27%,-20%,-28%,-42%,-42%,-38%,21%
KOR beta-arrestin-2,5.0%,2.3%,3.1%,13%,4.3%,-0.8%,6.9%,3.8%
NOD1 inhibition,-3%,-2%,-15%,2%,2%,-33%,48%,1%
GPR55 LPI antagonism,16%,16%,-4%,3%,-17%,4%,2%,15%
GPR35 antagonists,-10%,-6%,-9%,-12%,-6%,103%*,-7%,-7%
AID2073,7%,11%,-4%,-4%,2%,12%,12%,11%

[17] COc1ccccc1N1CCN(C(=O)C2CCN(C(=O)c3ccc(C(C)(C)C)cc3)CC2)CC1
[18] CN1CCN(C(=O)c2cc(Br)cn2C)CC1
[19] COCCNC(=O)CCCC(=O)NCCOC
[20] Cc1ccc(N(CC(=O)N2CCOCC2)S(C)(=O)=O)cc1
[21] CC[C@@]1(c2cccc(C)c2)C(=O)N(C(=O)OC)N1C(=O)OC
[22] Cc1csc(SCC(=O)Nc2ccc3c(c2)OCCO3)n1
[23] COc1ccccc1N1CCN(C(=O)C2CCCN(c3ncnc4c3nc3n4CCCCC3)C2)CC1 (configuration not stated)
[24] COCCCn1c(=O)c2ccccc2n(Cc2cccc(C)c2)c1=O

screen / no.,17,18,19,20,21,22,23,24
Siah-1 displacement,2%,3%,3%,0%,0%,-2%,-7%,-3%
HIV fusion peptide,-0.4%,0.7%,-0.8%,-1.3%,-1.9%,0.3%,-1.9%,-0.9%
GPR55 activation,-0.2%,-0.1%,0.1%,-0.1%,-0.2%,-0.1%,-0.2%,-0.2%
KOR beta-arrestin-1,24%,7%,.,-15%[20 µM],-31%[20 µM],-17%[20 µM],0%,-4%
KOR beta-arrestin-2,0.6%,-4.2%,-0.7%,.,-2.4%,-2.5%,-7.8%,3.1%
NOD1 inhibition,-8%,-2%,-17%,-21%,-12%,-49%,27%,16%
GPR55 LPI antagonism,11%,1%,14%,-3%,9%,-4%,-11%,15%
GPR35 antagonists,-9%,-6%,-12%,10%,-6%,-12%,-20%,-4%
AID2073,2%,12%,-2%,-8%,-12%,10%,7%,-3%

Single entries from above:
GPR35 antagonists result of CC[C@@]1(c2cccc(C)c2)C(=O)N(C(=O)OC)N1C(=O)OC reads -6%
KOR beta-arrestin-2 result of CN1CCN(C(=O)c2cc(Br)cn2C)CC1 reads -4.2%
HIV fusion peptide result of Cc1csc(SCC(=O)Nc2ccc3c(c2)OCCO3)n1 reads 0.3%

Additional structures follow.
[25] CCOC(=O)c1cc(C(=O)NCc2ccc(Cl)cc2Cl)nn1C
[26] COc1ccc(NC(=S)Nc2ccc3cn[nH]c3c2)cc1
[27] O=C(CSc1nnc(-c2ccccc2)n1Cc1ccco1)NCc1ccc2c(c1)OCO2
[28] CC(=O)NCCc1ccc(S(=O)(=O)N2CCCC2)cc1
[29] CCOc1ccc(NC(=O)Nc2cc(C)ccc2OC)cc1
[30] COC(=O)c1ccccc1NC(=O)NCCc1ccc(OC)c(OC)c1
[31] COc1ccc(N2CCN(C(=O)COC(=O)c3ccco3)CC2)cc1
[32] CCOc1ccccc1N1CCN(C(=O)CC(C)(C)C)CC1

screen / no.,25,26,27,28,29,30,31,32
Siah-1 displacement,-4%,-2%,0%,-2%,16%,6%,-2%,0%
HIV fusion peptide,0.9%,1.4%,0.3%,-3.3%,-2.5%,0.4%,0.2%,-0.1%
GPR55 activation,0.3%,-0.4%,0.4%,-0.3%,0.2%,-0.1%,0.3%,-0.1%
KOR beta-arrestin-1,-36%,-11%,-36%,-15%,12%,16%,-27%,20%[20 µM]
KOR beta-arrestin-2,2.8%,-1.8%,11%,3.6%,4.0%,-4.0%,8.4%,0.2%
NOD1 inhibition,-33%,-16%,5%,0%,-38%,-38%,2%,-33%
GPR55 LPI antagonism,-5%,-2%,8%,-1%,-6%,-5%,-11%,1%
GPR35 antagonists,8%,-9%,-1%,7%,4%,-19%,-2%,1%
AID2073,-2%,10%,1%,?,8%,-1%,4%,-8%

[33] COc1cc(C(=O)n2cnc3ccccc32)c([N+](=O)[O-])cc1OC
[34] O=C(NC(=S)Nc1cccc(S(=O)(=O)NC2=NCCC2)c1)c1cc(-c2ccco2)nc2ccccc12
[35] CCOc1ccc(NS(=O)(=O)c2ccc(NS(=O)(=O)c3cccs3)cc2)cc1
[36] N/C(Cc1ccc([N+](=O)[O-])cc1)=N\OC(=O)c1ccc(Br)cc1
[37] COc1ccccc1N1CCN(C(=O)c2cc(-c3ccc(Cl)c(Cl)c3)on2)CC1
[38] Cc1nnsc1C(=O)NNc1ccc(C(C)(C)C)cc1
[39] Oc1cc(Br)ccc1C=Nc1ccc(N2CCCCC2)cc1
[40] C=CCc1cccc2cc(C(=O)NC(C)(C)C)c(=O)oc12

screen / no.,33,34,35,36,37,38,39,40
Siah-1 displacement,6%,7%,13%,12%,14%,13%,0%,3%
HIV fusion peptide,1.3%,35%,2.3%,0.4%,1.2%,-1.1%,1.9%,0.7%
GPR55 activation,-0.1%,0.2%,-0.2%,0.4%,-0.5%,-0.2%,0.2%,-0.1%
KOR beta-arrestin-1,-20%[20 µM],-40%,-20%,4%,0%,14%,8%,-5%
KOR beta-arrestin-2,-4.0%,-1.4%,-2.8%,-5.6%,0.1%,3.2%,3.0%,0.7%
NOD1 inhibition,-37%,-17%,-17%,16%,-2%,-14%,2%,-33%
GPR55 LPI antagonism,-17%,-12%,8%,14%,13%,2%,10%,3%
GPR35 antagonists,9%,7%,1%,19%,-7%,5%,-2%,-9%
AID2073,11%,61%,14%,-7%,5%,-22%,-4%,3%

[41] O=C(CC1SC(=NCCc2ccccc2)N(/N=C/c2cccs2)C1=O)Nc1ccc(Cl)cc1 (configuration not stated)
[42] CCOC(=O)c1c(C)c(C(=O)Nc2ccccc2)c(C)n1CC
[43] OCc1ncccc1O
[44] O=C(CSc1ccccn1)Nc1ccc(Cl)c([N+](=O)[O-])c1
[45] Cc1ccccc1C(=O)NNC(=O)CCc1ccccc1
[46] COc1ccc(NC(=O)CCn2c(=O)c3cccn3c3ccccc32)c(OC)c1
[47] Cn1c2c(c(=O)n(C)c1=O)[C@@H]1c3c(ccc4ccccc34)OC[C@@H]1CO2
[48] O=C(COc1cc(Cl)c(Cl)cc1Cl)N1CCN(c2ccccn2)CC1
[49] O=C(CCN1C(=O)c2ccncc2C1=O)Nc1ccc(F)cc1
[50] CC(C)Cn1c(N)c(C(=O)COC(=O)C2CC(=O)N(Cc3ccccc3Cl)C2)c(=O)n(C)c1=O (configuration not stated)
[51] Cc1cccc(C)c1-n1c(SCC(=O)N2CC(=O)Nc3ccccc32)nc2ccccc2c1=O

screen / no.,41,42,43,44,45,46,47,48,49,50,51
Siah-1 displacement,-1%,9%,-3%,2%,-4%,-2%,2%,-2%,3%,-6%,0%
HIV fusion peptide,-4.9%,-2.0%,0.3%,2.0%,0.4%,1.2%,4.0%,0.5%,-0.4%,2.0%,0.4%
GPR55 activation,?,-0.1%,-0.1%,0.1%,0.4%,0.4%,-0.1%,0.9%,0.5%,1.3%,-0.1%
KOR beta-arrestin-1,-1%,-13%,-9%,-8%,-48%,-10%,-19%,-20%,-21%,-35%,7%
KOR beta-arrestin-2,-1.0%,-0.4%,0.9%,4.8%,4.5%,1.3%,-1.8%,2.5%,-4.1%,5.2%,-1.4%
NOD1 inhibition,25%,-8%,24%,-59%,-41%,15%,24%,-22%,-20%,-24%,1%
GPR55 LPI antagonism,10%,14%,2%,-7%,4%,-4%,1%,-8%,4%,8%,10%
GPR35 antagonists,11%,15%,3%,3%,5%,3%,0%,4%,4%,-4%,-5%
AID2073,-11%,1%,12%,-5%,-7%,9%,14%,8%,15%,5%,-3%
